From PubChem
bovine MsrA act: bovine MsrA enzyme activators, primary screen, biochemical, absorbance, HTS; Methionine sulfoxide reductase A (Bos taurus); purified bovine MsrA, absorbance read-out; activation, % at 10.6 µM; hit rate 0.3% among 360,000; AID 602163, 2012; in the data active means activation above about 7.5%;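 further: 0% = vehicle and 100% = reference activator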
MT1-MMP act inh: blockers of MT1-MMP proenzyme processing, primary screen, HT1080 RFP-PRO-GFP cells, GFP/RFP fluorescence; Matrix metalloproteinase-14 (Homo sapiens), P50281; GFP/RFP ratio fluorescence, overnight; percent of plate control window, DMSO zero; GFP/RFP ratio change, % at 20 µM; hit rate 0.061% among 360,000;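 active means GFP/RFP ratio change of at least 30% with cell ATP level not reduced by more than half and red fluorescence within 50% of control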; further: strong numbers were not always called active
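Test system: HT1080 RFP-PRO-GFP cells; Benchmarks: DMSO and RFP-L50D-GFP cell wells; Timing: cells overnight before dosing, compound overnight, 37 °C, 5% CO2; Compound: one 20 µM compound dose with 1% DMSO; Read-out: GFP/RFP fluorescence ratio.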
SKN-1 block: suppressors of acrylamide-induced Pgst-4::GFP reporter in worms, primary screen, SKN-1 inhibitor project, whole organism, uHTS, GFP/RFP fluorescence ratio, strain VP596 | C. elegans VP596 Pgst-4::GFP/RFP ratio, 24 h | inhibition, % at 21.8 µM | hit rate 0.49% among 360,000 | AID 624304, 2012;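 active means interference check ratio from 0.5 to 1.5 plus GFP to RFP signal ratio inhibition reaching or exceeding a fixed threshold, cut at about 30% in these data, passing the limit was not always enough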; further: some compounds called inactive have numbers as strong as hits
E coli Lon inh: inhibitors of E. coli Lon protease, primary screen, biochemical, fluorescence polarization. P0A9M0. purified E. coli Lon protease. inhibition, % at 7.94 µM. hit rate 0.42% among 360,000. AID 602123, 2011; in the data active means inhibition above about 13%, passing the limit was not always enough;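 further: 0% = enzyme with probe and DMSO and 100% = no enzyme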
PABP1 MLLE inh: inhibitors of PABP1 MLLE–PAM2 peptide binding, primary screen, biochemical, fluorescence polarization, FITC-PAM2, GST-MLLE. Polyadenylate-binding protein 1 (Homo sapiens), P11940. inhibition, % at 20 µM. hit rate 0.36% among 360,000. AID 588489, 2011; in the data active means inhibition above about 35%, passing the limit was not always enough;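 further: plate controls were DMSO wells with GST-MLLE for no effect and wells lacking GST-MLLE protein for full effect; some results filed as inactive read as strong as hits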
FAS-TE inh: FAS thioesterase domain inhibitors, primary screen, biochemical, fluorescence intensity, uHTS. hit rate 0.67% among 360,000. recombinant FAS-TE, OMFH fluorogenic substrate, fluorescence endpoint. inhibition, % at 15 µM. AID 602261, 2012. Fatty acid synthase (Homo sapiens), P49327;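 active means compounds whose normalised, plate-corrected inhibition of enzyme fluorescence in the single-dose primary screen is 50% or more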;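 further: 0% = DMSO with enzyme and 100% = substrate without enzyme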
Rin1 Abl inh: inhibitors of Rin1-Abl protein binding, primary screen, biochemical, TR-FRET | Tyrosine-protein kinase ABL1 (Homo sapiens) + Ras and Rab interactor 1 (Homo sapiens), … | inhibition, % at 7.35 µM | hit rate 0.4% among 360,000 | AID 588664, 2011; in the data active means inhibition above about 5%, passing the limit was not always enough
Neddyl block: inhibitors of cullin neddylation, primary screen, biochemical, TR-FRET, uHTS, NAE and Ubc12; NEDD8-conjugating enzyme Ubc12 (Homo sapiens) + NEDD8-activating enzyme E1 regulatory …; calls only at 25 µM; hit rate 0.58% among 360,000; AID 651699, 2012; in the data active means inhibition above about 36%
Target sequence (P61081 whole entry, looked up): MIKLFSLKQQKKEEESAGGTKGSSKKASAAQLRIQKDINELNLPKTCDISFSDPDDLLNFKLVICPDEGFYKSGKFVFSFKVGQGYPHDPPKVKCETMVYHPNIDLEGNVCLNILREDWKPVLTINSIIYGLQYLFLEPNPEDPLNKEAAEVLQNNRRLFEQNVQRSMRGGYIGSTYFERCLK
Target sequence (Q13564 whole entry, looked up): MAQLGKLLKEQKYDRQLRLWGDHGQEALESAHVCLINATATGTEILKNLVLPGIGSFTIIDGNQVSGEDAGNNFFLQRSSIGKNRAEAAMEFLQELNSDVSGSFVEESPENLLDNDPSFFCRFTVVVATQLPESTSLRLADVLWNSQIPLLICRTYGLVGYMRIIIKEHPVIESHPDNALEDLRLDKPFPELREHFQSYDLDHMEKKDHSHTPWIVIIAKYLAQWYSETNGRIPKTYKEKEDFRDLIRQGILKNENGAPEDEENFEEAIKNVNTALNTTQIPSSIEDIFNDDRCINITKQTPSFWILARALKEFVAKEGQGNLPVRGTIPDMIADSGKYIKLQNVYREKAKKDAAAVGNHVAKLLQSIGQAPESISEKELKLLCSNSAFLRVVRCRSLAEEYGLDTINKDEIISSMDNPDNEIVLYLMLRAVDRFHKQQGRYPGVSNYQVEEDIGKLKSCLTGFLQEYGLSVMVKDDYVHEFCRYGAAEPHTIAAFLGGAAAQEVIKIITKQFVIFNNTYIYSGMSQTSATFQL
CendR NRP1 mod: modulators of CendR peptide binding to NRP-1, primary screen, biochemical, fluorescence polarization, uHTS. FAM-RPARPAR peptide binding to NRP-1. Neuropilin-1 (Homo sapiens), O14786. AID 602438, 2012. inhibition, % at 25 µM. hit rate 0.85% among 360,000;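 active means inhibition or corrected inhibition above about 18%, plus a signal ratio from 0.5 to 1.5, limit read from the data, passing the limit was not always enough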; further: strong numbers were not always called active
* marks the source's active call; other numbers are inactive results; i = inactive; nt = no result given.

[1] CCOc1ccc(NC(=S)Nc2ccc(OCc3ccccc3)cc2)cc1
[2] COc1ccccc1CNC(=O)C1=C(C)C(=O)OC12CCC(C)CC2 (centres undefined)
[3] O=C(CSc1nc2ccccc2[nH]1)Nc1ccc2c(c1)CCC2
[4] O=C(CSc1nnc(-c2ccccc2)n1-c1ccc(Cl)cc1)NNC(=S)Nc1ccccc1
[5] O=C(COc1ccc2ccccc2c1)NNC(=O)c1cnccn1
[6] Cc1ccc(Oc2nc(-c3ccccc3)ncc2S(=O)(=O)c2ccc(C)cc2)cc1
[7] CCOC(=O)C1CCCN(C(=S)Nc2cccc(Cl)c2)C1 (centres undefined)
[8] O=C(NCc1ccccc1C(F)(F)F)c1cccc2c1C(=O)c1ccc(N3CCC(N4CCCCC4)CC3)cc1S2(=O)=O
entry no.	1	2	3	4	5	6	7	8
bovine MsrA act	-7	-2	-3	-2	-2	-3	-5	-1
MT1-MMP act inh	8	-4	-6	1	2	-2	0	-39
SKN-1 block	2	6	-6	-2	-2	2	7	25
E coli Lon inh	-4	-7	2	0	-18	-6	-19	-59
PABP1 MLLE inh	9	-2	-14	33	-1	5	-83	-70
FAS-TE inh	-18	-1	-4	6	-9	14	0	-38
Rin1 Abl inh	-5	0	-3	-1	-2	2	0	-12
Neddyl block	i	i	i	i	i	i	i	i
CendR NRP1 mod	-17	-4	3	6	-1	-14	-7	-170

Single records (already shown).
O=C(COc1ccc2ccccc2c1)NNC(=O)c1cnccn1 is listed as bovine MsrA act = -2; MT1-MMP act inh = 2; SKN-1 block = -2; E coli Lon inh = -18; PABP1 MLLE inh = -1; FAS-TE inh = -9; Rin1 Abl inh = -2; Neddyl block = i; CendR NRP1 mod = -1
O=C(CSc1nc2ccccc2[nH]1)Nc1ccc2c(c1)CCC2 is listed as bovine MsrA act = -3; MT1-MMP act inh = -6; SKN-1 block = -6; E coli Lon inh = 2; PABP1 MLLE inh = -14; FAS-TE inh = -4; Rin1 Abl inh = -3; Neddyl block = i; CendR NRP1 mod = 3

Some of the entries above in a different format:
No.	SMILES	bovine MsrA act	MT1-MMP act inh	SKN-1 block	E coli Lon inh	PABP1 MLLE inh	FAS-TE inh	Rin1 Abl inh	Neddyl block	CendR NRP1 mod
3	O=C(CSc1nc2ccccc2[nH]1)Nc1ccc2c(c1)CCC2	-3	-6	-6	2	-14	-4	-3	i	3
4	O=C(CSc1nnc(-c2ccccc2)n1-c1ccc(Cl)cc1)NNC(=S)Nc1ccccc1	-2	1	-2	0	33	6	-1	i	6

(cont.)
[9] Nc1cc(=O)[nH]c(SCC(=O)c2ccc(F)cc2)n1
[10] O=C(CNC(=O)c1ccncc1)N/N=C/c1ccccn1
[11] S=c1[nH]nc(-c2cc3c(s2)-c2ccccc2CC3)o1
[12] CC12CC(NC(=O)N1c1cccc(C(=O)NCc3ccccn3)c1)c1ccccc1O2 (centres undefined)
[13] O=C(Nc1nnc(-c2ccccc2SCc2ccccc2)s1)Nc1ccccc1F
[14] O=C(NC1CCCCCC1)C1CCCN(S(=O)(=O)c2cnc[nH]2)C1 (centres undefined)
[15] CC1=NN(C(=O)c2ccccc2F)C(O)(c2ccc(Cl)cc2)C1 (centres undefined)
[16] COC(=O)c1ccc(NS(=O)(=O)c2ccccc2)o1
entry no.	9	10	11	12	13	14	15	16
bovine MsrA act	-4	-14	-4	-2	1	-3	-2	-4
MT1-MMP act inh	-2	-4	-1	-1	2	0	1	-6
SKN-1 block	-2	-13	-5	-14	-1	15	-9	-3
E coli Lon inh	-1	-1	-4	3	6	-2	-7	1
PABP1 MLLE inh	3	7	11	6	12	-4	5	-9
FAS-TE inh	0	-6	22	-9	0	-8	6	-8
Rin1 Abl inh	1	-7	2	2	-5	-1	3	2
Neddyl block	i	i	i	i	i	i	i	i
CendR NRP1 mod	6	-2	-3	8	1	-4	-9	-4

[17] COc1ccc(CCNC(=O)Cc2ccc(OC)c(OC)c2)cc1OC
[18] CC(=O)C1=C(C)OC(N)=C(C#N)C1c1cccc([N+](=O)[O-])c1 (centres undefined)
[19] O=C(c1cc2ccccc2c(=O)o1)N1CCc2ccccc2C1
[20] CCCNC(=O)Nc1ccc(C(F)(F)F)cc1
[21] CC1CCN(CCCCOc2ccccc2Br)CC1
[22] O=C(COC(=O)c1cc(S(=O)(=O)N2CCOCC2)ccc1F)Nc1cc([N+](=O)[O-])ccc1F
[23] CC(C)(C)c1ccc(C(=O)Nc2ccc3c(c2)C(=O)NC3=O)cc1
[24] Cc1ccc(-c2cc(-c3ccccc3)nc(Cl)n2)cc1
entry no.	17	18	19	20	21	22	23	24
bovine MsrA act	2	-4	-4	-4	-3	-3	-1	-2
MT1-MMP act inh	0	-3	2	7	8	3	2	-2
SKN-1 block	6	8	6	13	2	16	2	10
E coli Lon inh	-4	-8	-7	-2	-2	-4	-2	-3
PABP1 MLLE inh	-13	22	-2	5	1	5	2	0
FAS-TE inh	-4	-2	-4	-2	-12	7	1	34
Rin1 Abl inh	5	2	2	-1	3	2	2	1
Neddyl block	i	i	i	i	i	i	nt	i
CendR NRP1 mod	7	9	1	1	6	9	2	7

[25] CN1OC[C@@H]2CN(C(=O)C(C)(C)C)[C@H](c3cccc(Oc4ccccc4)c3)C[C@@H]21
[26] Cc1ccnc(NC(=O)c2cccc3ccccc23)c1
[27] CCC(=O)OC1(C(=O)CCl)[C@@H](C)C[C@H]2[C@@H]3CCC4=CC(=O)C=C[C@]4(C)[C@@]3(F)[C@@H](O)C[C@@]21C (some centres undefined)
[28] Nc1ccc(C(=O)O)cc1S(=O)(=O)O
[29] CS(=O)(=O)N(CC(=O)Nc1ccccc1Br)Cc1ccccc1
[30] O=C(NCc1ccco1)Nc1ccc2snnc2c1
[31] CN(c1ccccc1)c1nc(N2CCCC2)nc(-n2ccnc2)n1
[32] O=C1C[C@@H]2c3c(cccc3CN1Cc1ccc(F)cc1)C[C@@H](O)[C@H]2O
entry no.	25	26	27	28	29	30	31	32
bovine MsrA act	-1	-11	2	-4	-2	-6	-3	2
MT1-MMP act inh	-1	nt	-2	5	-2	0	2	6
SKN-1 block	-1	8	9	-14	-1	-5	14	1
E coli Lon inh	0	-16	5	1	1	-3	-6	-5
PABP1 MLLE inh	5	-3	-3	2	-3	2	-9	-11
FAS-TE inh	1	1	8	-7	-3	0	17	0
Rin1 Abl inh	2	5	1	0	3	0	1	2
Neddyl block	i	i	i	i	i	i	i	i
CendR NRP1 mod	3	-2	5	5	2	40*	-6	15

[33] COc1ccc(OC)c(/C=C/c2c([N+](=O)[O-])c(=O)n(C)c(=O)n2C)c1
[34] CC(C)c1ccc(CC(=O)N2CCC2(C)C(=O)NS(=O)(=O)c2cccc(C#N)c2)cc1 (centres undefined)
[35] O=C(O)C(Cc1c[nH]c2ccccc12)N1C(=O)C2C3c4ccccc4C(c4ccccc43)[C@@H]2C1=O (some centres undefined)
[36] COc1ccc(Nc2ccc(Cl)cc2)c(C(=O)O)c1
[37] CCOC(=O)c1cnc(SCc2ccc(C(C)(C)C)cc2)nc1N
[38] CCOc1cc(NC(=O)c2ccccn2)c(OCC)cc1NC(=O)c1cccc(C)c1
[39] Cc1cccc(C)c1OCc1nnc(SCC(=O)NCCc2ccccc2)o1
[40] O=C(NCc1n[nH]c(=S)n1-c1cccc(Cl)c1)c1ccc(S(=O)(=O)N2CCCC2)cc1
entry no.	33	34	35	36	37	38	39	40
bovine MsrA act	0	-1	-2	0	-1	-8	-1	5
MT1-MMP act inh	-4	3	6	0	-3	2	-9	-4
SKN-1 block	9	10	-5	-5	2	9	7	7
E coli Lon inh	-4	-7	1	-4	-1	-1	1	0
PABP1 MLLE inh	22	2	-19	4	-15	8	13	-16
FAS-TE inh	-4	-6	-1	11	-128	-5	35	-5
Rin1 Abl inh	-2	-1	-3	1	7	7	-3	0
Neddyl block	i	i	i	i	i	nt	i	i
CendR NRP1 mod	-4	4	-9	10	1	1	8	8

[41] O=C(C1CCCN1S(=O)(=O)c1cccc2nsnc12)N1CCCCCC1 (centres undefined)
[42] Cc1cccc(CCNC(=O)CCS(=O)(=O)c2ccc(Br)cc2)c1
[43] OC1(c2ccc(F)cc2)CCN(Cc2nnnn2Cc2cccs2)CC1
[44] Cc1cc(F)ccc1S(=O)(=O)NCC1CC2CCC1C2 (centres undefined)
[45] O=C(CCc1ccccc1)Nc1cc2c3c(c1)CC(=O)N3CCC2
[46] CCCCC1CC2=C(C(=O)OC(C)(C)O2)C(c2ccc(F)cc2)O1 (centres undefined)
[47] CCN(CC(=O)NCc1ccc(Cl)cc1)C(=O)CN1C(=O)NC(C)(c2ccccc2)C1=O (centres undefined)
[48] COC(=O)c1ccc2c(c1)C(=O)/C(=C/c1ccc(O)cc1)O2
[49] CS(=O)(=O)Nc1ccc(C2=NN(S(C)(=O)=O)C(c3ccccc3)C2)cc1 (centres undefined)
[50] c1ccc2c(c1)nc1n2CCN1CCNC1CCCCC1
entry no.	41	42	43	44	45	46	47	48	49	50
bovine MsrA act	-3	-10	-10	0	-3	-1	-3	-8	-3	-4
MT1-MMP act inh	2	0	7	1	3	2	2	-12	0	4
SKN-1 block	3	-14	1	25	33	0	4	10	17	-1
E coli Lon inh	-5	-4	-2	-2	-6	-8	2	-151	3	3
PABP1 MLLE inh	0	4	-5	-13	-13	3	-9	-42	1	-12
FAS-TE inh	-6	6	-2	8	-2	9	-3	-10	-15	-5
Rin1 Abl inh	-3	-2	2	-2	-1	2	0	-3	1	-3
Neddyl block	i	i	i	i	i	i	i	i	nt	i
CendR NRP1 mod	0	5	-1	5	-8	9	5	-53	-2	-10
